# Screening results as filed in PubChem.
# SENP8 block-1 = inhibitors of human SENP8 protease | inhibition, % at 20 µM | 360,000 tested, 0.64% active | Q96LD8 | AID 602440 | recombinant SENP8, Nedd8 substrate fluorescence; in the data active means inhibition mostly above about 40%, no sharp cut-off; inactive means mostly below about 27%
# Target sequence (Q96LD8 whole entry, looked up): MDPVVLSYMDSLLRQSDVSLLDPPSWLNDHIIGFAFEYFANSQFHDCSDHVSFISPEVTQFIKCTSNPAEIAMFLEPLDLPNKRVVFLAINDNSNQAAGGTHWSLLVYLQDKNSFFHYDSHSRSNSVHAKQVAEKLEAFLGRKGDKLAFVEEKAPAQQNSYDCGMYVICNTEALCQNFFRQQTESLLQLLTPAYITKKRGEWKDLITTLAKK
# SENP6 block = SENP6 protease inhibition. 330,000 tested, 1.8% active. inhibition, % at 10 µM. Recombinant SENP6 catalytic domain, aminoluciferin luminescence. Q9GZR1;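 active means inhibition above about 50% at the single tested dose, limit read from the data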;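 further: plate controls were DMSO wells with enzyme for no effect and DMSO wells lacking enzyme for full effect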
# SENP1 inh = SENP1 (human) catalytic domain inhibition. inhibition, % at 10 µM. Q9P0U3. recombinant SENP1 catalytic domain, CyPet-SUMO1-YPet FRET cleavage. 360,000 tested, 0.21% active;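 active means inhibition at least 30% at 10 µM, raw YFP signal under a set limit, fluorescence ratio 0.5 to 1.5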;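 further: 0% = enzyme with DMSO and 100% = no enzyme wells; some results filed as inactive read as strong as hits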
# Target sequence (Q9P0U3 419-644 limits assumed): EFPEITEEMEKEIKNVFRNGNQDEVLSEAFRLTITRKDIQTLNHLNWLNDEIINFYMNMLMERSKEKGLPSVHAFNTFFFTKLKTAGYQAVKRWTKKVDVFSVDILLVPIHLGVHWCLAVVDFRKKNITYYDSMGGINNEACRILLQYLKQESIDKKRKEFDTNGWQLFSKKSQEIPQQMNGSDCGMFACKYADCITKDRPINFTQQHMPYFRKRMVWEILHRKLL
#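 Test system: hSENP1 catalytic domain, recombinant; Amount: 20 pM final SENP1 enzyme; Medium: Tris pH 8 buffer plus EDTA, NaCl, BME, BSA, NP40, catalase; Schedule: 50 min enzyme reaction, room temperature, light-protected; Technique: FRET fluorescence in CFP and YFP emission channels; Controls: no-enzyme wells low, DMSO-plus-enzyme wells high control.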
# Apaf1 inhib = human Apaf-1 inhibition; reconstituted apoptosome caspase-3 activity, DEVD-Rh110 fluorescence; inhibition, % at 20 µM; 330,000 tested, 0.71% active; O14727; AID 489030; active means inhibition of at least 40% at 20 µM;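 further: plate controls were DMSO wells for no effect and DEVD-CHO caspase inhibitor wells for full effect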
#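 Material: cell-free apoptosome with Apaf-1, procaspase-3 and caspase-9; Buffer or medium: Hepes pH 7.5 with detergent and BSA; Reagent: cytochrome c trigger plus (Z-DEVD)2-Rh110 caspase-3 substrate; Times: compound with Apaf-1, dATP, procaspase-3 30 min, then 50 min reaction, room temperature; Technique: Rh110 fluorescence intensity.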
# SENP7 block = blocks the human protease SENP7; recombinant SENP7, Z-RLRGG-aminoluciferin luminescence, 40 min; inhibition, % at 5 µM; 330,000 tested, 1.5% active;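 active means inhibition above about 50% at the single test dose, limit read from the data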;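 further: plate controls were DMSO with enzyme for no effect and no enzyme buffer wells for full effect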
# Target sequence (Q9BQF6 706-1050 limits assumed): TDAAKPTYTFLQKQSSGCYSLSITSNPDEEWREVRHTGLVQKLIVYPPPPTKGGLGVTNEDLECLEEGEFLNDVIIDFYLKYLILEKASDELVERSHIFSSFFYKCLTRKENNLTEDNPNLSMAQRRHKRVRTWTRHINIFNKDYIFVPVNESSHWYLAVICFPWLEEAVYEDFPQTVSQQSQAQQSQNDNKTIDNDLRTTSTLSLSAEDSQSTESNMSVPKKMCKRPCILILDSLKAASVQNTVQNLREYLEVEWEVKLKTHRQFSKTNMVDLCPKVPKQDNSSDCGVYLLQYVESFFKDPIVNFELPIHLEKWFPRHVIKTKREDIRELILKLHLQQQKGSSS
# SENP8 block-2 = SENP8 protease inhibition. Q96LD8. purified SENP8, Z-RLRGG-aminoluciferin cleavage, luminescence. inhibition, % at 10 µM. 330,000 tested, 1.2% active. AID 2540; in the data active means inhibition above about 50%
# PfGluPho inh = PfG6PD (Plasmodium falciparum) enzyme inhibition. PfGluPho enzyme, NADPH resazurin-diaphorase fluorescence. inhibition, % at 20 µM. 350,000 tested, 0.78% active;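 active means inhibition reaching at least a set limit at 20 µM in the primary screen, cut at about 59% in these data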;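 further: 0% = DMSO wells with substrate and 100% = DMSO wells lacking glucose-6-phosphate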
# HKDC1 inhibitor = inhibitors of human hexokinase HKDC1; Q2TB90; recombinant HKDC1, G6PDH/diaphorase resazurin coupled fluorescence; inhibition, % at 20 µM; 340,000 tested, 0.16% active; AID 493160;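 active means inhibition above about 35% when tested at 20 µM, limit read from the data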;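 further: plate controls were DMSO wells with enzyme for no effect and DMSO wells lacking enzyme for full effect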
#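 Test system: Recombinant HKDC1 (HK5) hexokinase enzyme, produced in-house | Input: HKDC1 at 5 µg/mL | Buffer or medium: Tris pH 8.0 buffer with MgCl2, Tween-20, BSA, BME | Schedule: 90 min reaction incubation at room temperature, dark | Technique: Resazurin-to-resorufin fluorescence via G6PDH and diaphorase coupling, 525/613 nm | Controls: DMSO wells with and without enzyme mix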
# * marks the source's active call; other numbers are inactive results; i = inactive; / = not tested or not shown.
# Screens in order – SENP8 block-1, SENP6 block, SENP1 inh, Apaf1 inhib, SENP7 block, SENP8 block-2, PfGluPho inh, HKDC1 inhibitor
Cc1ccccc1CN1CCC(n2nccc2NC(=O)CCOc2ccccc2)CC1
→ 13.4, -16.9, 2.8, 20.3, -2.3, 7.6, 0.5, -1.3
CC(=O)Nc1ccc(N=Nc2ccc(O)cc2)cc1
→ 34.9, 27.0, 2.6, 8.5, 25.2, -4.2, 8.0, -4.6
COC(=O)Nc1sc2nc(C)cc(C)c2c1-n1cccc1
→ -25.2, 7.3, -13.2, 0.1, 9.9, 7.8, 6.0, -1.1
NC(=O)C1CCN(CC(=O)Nc2cc(Cl)ccc2Oc2ccccc2)CC1
→ 8.6, -4.5, -0.9, 11.4, -6.3, -9.4, 5.4, -12.2
CCOC(=O)c1cc(=O)[nH]c2ccccc12
→ -292.2, 11.3, 1.4, -12.2, 8.5, 6.6, 8.7, -5.2
O=C(CCCc1ccccc1)Nc1cccc2c1CCCC2
→ 16.6, 3.0, -1.3, 9.7, -7.3, 8.6, -6.2, -0.6
CC(=O)Nc1ccc(-c2nnc(SCC(=O)c3ccc4c(c3)Cc3ccccc3-4)n2C)cc1
→ -4.4, -0.5, -0.9, 5.2, -1.7, -3.5, 39.5, -10.4
CC(C)CC(C(=O)Nc1cccc(O)c1)N1C(=O)c2ccccc2C1=O (configuration not stated)
→ 13.1, -3.7, 0.2, 1.6, 0.2, 2.4, 6.6, 0.6
N#CCCN(C(=O)Nc1ccccc1)c1ccccc1
→ 16.5, -18.6, 1.4, 0.2, 3.9, 5.0, 9.5, -6.0
O=C(CN(C(=O)CCC(=O)Nc1nccs1)c1ccc(F)cc1)NCc1ccccc1
→ 5.2, 2.5, 1.8, 2.0, 8.7, 2.6, 6.4, -4.4
Cc1cc(-c2nc3ncccc3o2)ccc1N
→ i, 20.9, -18.2, -1.3, 13.5, -1.2, -9.1, -3.2
CCN(C(=O)c1ccnc(C(C)(C)C)c1)c1ccccc1
→ 15.4, -1.0, -0.4, 0.9, 10.5, -4.6, -19.7, -8.7
Cc1cc(O)c(C(=O)/C=C/c2ccccc2Br)c(=O)o1
→ -54.0, -6.3, -24.2, 3.5, -18.9, -15.4, -10.5, 14.5
Cc1cc(NC(=O)COC(=O)c2ccccc2[N+](=O)[O-])no1
→ 5.0, -8.5, 5.0, 2.3, -7.2, -6.9, -10.1, -4.1
CCCn1nnc(NC(=O)/C=C/c2ccco2)n1
→ -0.4, -29.2, -3.2, -22.9, -3.1, -4.0, -0.9, -0.1
CN(C)S(=O)(=O)c1ccc(Cl)c(C(=O)NNC(=O)c2ccc3c(c2)OCO3)c1
→ 12.9, -7.3, -0.3, -2.1, 2.3, -1.4, 1.9, -0.4
NS(=O)(=O)c1ccc(N2N=C(c3ccccc3)CC2c2ccccc2Cl)cc1 (configuration not stated)
→ -375.9, /, -26.8, 39.6, -6.6, /, 5.0, 9.5
Cc1cc(C)c(CN2CCC(n3nccc3NC(=O)C3CCCC3)CC2)cc1C
→ 14.5, -6.7, 0.5, 11.7, 2.4, -13.5, -7.1, 1.9
COc1ccc(-n2nc3c(c2NC(=O)c2c(F)cccc2Cl)CS(=O)C3)cc1 (configuration not stated)
→ 8.9, -10.9, -0.1, -0.9, -0.1, 7.2, -7.6, -7.3
O=C(Nc1ccccc1Cc1ccccc1)c1oc2ccccc2c1COc1ccccc1
→ 17.0, 5.1, 2.2, 2.2, 0.9, -2.0, -10.0, -3.5
O=[N+]([O-])c1ccc(Sc2n[nH]c(-c3ccccc3)n2)nc1
→ 6.8, -6.1, 0.1, -5.1, 4.3, 3.8, 3.8, 1.8
C/C(CC(C)C)=N\Nc1ccc(S(N)(=O)=O)cc1[N+](=O)[O-]
→ 11.9, -13.7, 1.5, -0.7, 4.1, -0.4, 3.5, 14.5
O=C(c1cccc(OC(F)F)c1)N1CCN(c2ncccn2)CC1
→ 10.3, 6.0, 0.9, -9.8, 2.5, 10.2, -6.6, -9.4
CC(C#N)Sc1ccc(S(=O)(=O)N2CCCCC2)cn1 (configuration not stated)
→ 8.5, 4.1, -0.4, 0.8, -0.3, 9.9, -2.9, -3.8
Cc1ccc2c(c1)N(S(=O)(=O)c1ccc(CN3C(=O)c4cccnc4C3=O)s1)CCO2
→ 12.4, 0.9, 2.6, 11.2, 0.9, 0.3, -0.8, -3.3
C=CCSc1nc2sc(-c3ccccc3)cc2c(=O)n1N
→ -128.4, -19.5, 1.3, 5.9, -17.4, -10.8, 6.0, 3.5
COC(=O)c1ccc(N2CCN(c3ccccc3)CC2)nc1
→ 9.5, -4.6, -1.0, 7.0, 7.9, -5.4, -11.9, -4.6
O=C1c2cccc(Cl)c2C(=O)c2c1cccc2N1CCCC1
→ 73.5*, 28.6, 1.5, 32.1, 8.4, 27.0, 26.2, 11.9
CNC(=O)NC(=O)C(C)OC(=O)CCCSc1nc2ccccc2s1 (configuration not stated)
→ 8.5, 0.9, 1.2, 21.0, 2.0, -6.6, 6.7, -11.0
CCCc1c(C)c2ccc(OCC(C)=O)cc2oc1=O
→ i, -9.1, 1.6, 3.6, 14.0, -6.6, 14.7, -2.6

# 3 entries drawn at random from the list so far:
# Screens in order – SENP8 block-1, SENP6 block, SENP1 inh, Apaf1 inhib, SENP7 block, SENP8 block-2, PfGluPho inh, HKDC1 inhibitor
CC(C)CC(C(=O)Nc1cccc(O)c1)N1C(=O)c2ccccc2C1=O (configuration not stated)
→ 13.1, -3.7, 0.2, 1.6, 0.2, 2.4, 6.6, 0.6
COC(=O)c1ccc(N2CCN(c3ccccc3)CC2)nc1
→ 9.5, -4.6, -1.0, 7.0, 7.9, -5.4, -11.9, -4.6
CN(C)S(=O)(=O)c1ccc(Cl)c(C(=O)NNC(=O)c2ccc3c(c2)OCO3)c1
→ 12.9, -7.3, -0.3, -2.1, 2.3, -1.4, 1.9, -0.4

# More structures.
# Screens in order – SENP8 block-1, SENP6 block, SENP1 inh, Apaf1 inhib, SENP7 block, SENP8 block-2, PfGluPho inh, HKDC1 inhibitor
CC1CCC(NC(=O)CCS(=O)(=O)c2ccc3c(c2)NC(=O)CO3)CC1 (configuration not stated)
→ 15.5, -12.7, -2.9, -15.4, 6.8, 4.1, -4.4, -4.7
Oc1ccccc1N1CCN(c2nc(-c3cccs3)nc3ccccc23)CC1
→ -10.2, 6.6, -2.6, 7.1, 0.7, -3.8, 31.8, 6.0
Cc1ccc(C(=O)c2cc([N+](=O)[O-])ccc2N2CCOCC2)c(C)c1
→ 23.6, 0.3, -0.4, 21.7, -10.0, -6.2, 30.4, -6.3
O=C1NCC(COCC2CC=CCC2)O1 (configuration not stated)
→ 29.3, 12.4, 0.2, -1.4, -0.7, -0.9, -11.1, -8.7
Cc1onc(-c2c(Cl)cccc2Cl)c1C(=O)NC1C(=O)N2C1SC(C)(C)C2C(=O)O (configuration not stated)
→ 4.2, 7.0, 2.1, -6.1, -1.0, 4.4, -0.3, -10.4
C/C(=N\N1CCCCC1)c1ccccc1O
→ 34.8, -30.1, 2.3, 1.6, 8.9, -5.6, 12.4, -2.4
CCn1c(SC(C)C)nnc1C1CCN(S(=O)(=O)c2ccc(OC)cc2)CC1
→ 3.3, -16.7, 0.6, 5.7, -2.4, 0.6, 23.9, -0.3
COc1ccc(N2CCN(S(=O)(=O)CCNC(=O)COc3ccccc3C)CC2)cc1
→ 1.6, 0.6, 0.8, 7.9, 0.9, 16.2, -5.3, -8.6
COc1ccc(S(=O)(=O)N(CC(=O)N2CCCCCC2)c2ccccc2OC)cc1
→ 9.4, 8.3, -2.4, -1.7, -1.6, -3.5, -13.9, -0.9
COc1ccc(OC)c(-c2csc(NC(=O)Cc3cc(OC)c(OC)c(OC)c3)n2)c1
→ 7.0, -10.8, 2.0, 17.1, 4.4, -0.9, 15.1, -4.4
COc1ccc2oc(C(=O)CCC(=O)O)c(N)c2c1
→ -366.6, -18.6, -2.5, -4.2, 4.2, 5.0, 4.2, 5.0
COc1ccc(OC)c(NC(=O)CCCSc2ccccc2)c1
→ 12.1, 22.3, -4.9, 17.8, 7.1, -1.2, -3.6, 6.8
COc1ccc(Cl)cc1NC(=O)CN(C)C(=O)CCC(=O)c1cc(C)sc1C
→ -10.8, -4.1, 0.8, 20.6, -9.0, -2.1, 8.3, 1.5
O=c1c2ccccc2nc2c3ccccc3c(NCc3ccco3)nn12
→ -271.6, -0.7, -5.2, 6.2, 3.2, -1.2, 0.6, 3.8
Cc1ccc(C(=O)Nc2cccc(-c3cnc4ccccc4n3)c2)cc1
→ -69.3, 3.8, 0.5, -5.7, -1.3, 6.1, 5.0, -5.4
CCOC(=O)c1c(CN2CCCCC2)n(C)c2cc(Br)c(O)cc12
→ 7.5, -0.3, 1.2, 15.2, -7.2, -5.1, 6.7, 18.4
CCN1/C(=C/C=C/c2sc3ccccc3[n+]2CC)Sc2ccccc21
→ 12.3, 34.7, -15.4, 89.8*, 17.4, 31.4, -33.9, -1.8
C=C(C)Cn1cnc2c(oc3nc4c(cc32)CCCC4)c1=O
→ -31.1, -2.2, -0.3, -9.1, 1.0, -10.3, -3.4, -1.3
CCCOc1ccc(N/C=C/C(=O)C(C)(C)C)cc1
→ 10.2, -17.5, 1.3, 7.8, -11.7, -15.1, 5.7, -1.6
Cn1cnc2c(N3CCCCC3)nccc21
→ 23.4, -6.0, 1.5, 4.0, 7.4, -3.6, -3.6, -1.4
CN(c1ccccc1C(=O)Nc1ccccc1-c1ccccc1)S(C)(=O)=O
→ 17.4, -13.3, 1.9, -15.0, -2.5, -6.7, -8.4, -2.4
CCN(CC)S(=O)(=O)c1ccc(N2CCOCC2)c(NS(=O)(=O)c2cccs2)c1
→ 3.7, 12.8, 2.0, -8.2, 1.6, 9.9, 10.1, -2.2
Cc1cc(NC(=O)CCC(=O)N(c2ccccc2)C(C(=O)NC2CCCCC2)c2cccs2)no1 (configuration not stated)
→ 22.8, -33.3, 0.4, 17.9, -3.1, -12.5, 13.5, -5.2
CCOC(=O)N1CCN(C(=O)CCS(=O)(=O)c2ccc(Br)s2)CC1
→ 13.9, 9.1, 0.5, -4.8, -6.0, -13.0, -10.8, -9.5
CCCOc1ccc(NC(=O)c2c(-c3ccccc3)noc2C)cc1
→ 6.8, -0.9, 3.1, -8.0, 8.4, 3.9, 1.7, 1.5
CC12COC3(C(=O)Nc4ccc(Cl)cc4)CC1CCC32C (configuration not stated)
→ 25.9, -13.6, -0.3, -1.4, -2.5, -2.0, 8.1, -5.2
Cn1c(-c2ccc(-c3ccccc3)cc2)c[nH]c1=S
→ -476.2, 18.5, -2.4, 1.6, 0.8, 14.0, 13.4, -5.3
Cc1cc2cc(CN(Cc3ccc4c(c3)OCO4)C(=O)c3ccco3)c(=O)[nH]c2cc1C
→ -284.5, -9.3, -4.3, 31.7, -4.9, -9.9, 81.6*, 3.6
CCOC(=O)C1(C)Oc2cccnc2NC1=O (configuration not stated)
→ 3.8, -2.5, 1.5, -8.7, 5.6, 1.2, 12.2, -7.2
COc1ccc(-c2nc(CS(=O)CC(=O)NCc3cccnc3)c(C)o2)cc1OC (configuration not stated)
→ 8.3, -7.9, 1.0, 5.0, 0.2, 4.2, 14.2, -1.4
COC(=O)c1ccc(C2C(Oc3ccccc3)C(=O)N2CCc2ccc(OC)c(OC)c2)cc1 (configuration not stated)
→ 1.8, -6.6, 3.1, -10.0, 1.3, -4.8, -12.4, -3.7
